High-throughput results as filed in PubChem BioAssay.
Vif-APOBEC3G blk – qHTS for Inhibitors of Vif-A3G Interactions: qHTS; DNA dC->dU-editing enzyme APOBEC-3G (Homo sapiens), Q9HC16; HeLa A3G-eYFP + Vif (tagged APOBEC3G with the HIV-1 protein that degrades it), YFP fluorescence, overnight; AID 602310, 2012; Potency, µM (highest dose often 46.1 µM), for the others: at the highest dose activity, negative = active, usual class: inhibitors; 410,000 tested, 0.076% active;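 note: potency is the fitted concentration of half-maximal effect; % is set by controls: 0 for no effect and ±100 for the full control effect; nearly all actives have a fitted effect of over 60% in size; hits raise eYFP signal because A3G escapes Vif-driven loss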
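HeLa cells stably expressing Vif and C-terminally eYFP-tagged A3G, seeded overnight at 37 deg C, then exposed to compound by pintool overnight at 37 deg C. Rise in yellow fluorescence (Ex 488/Em 500-530, Acumen) marks blocked Vif-driven A3G degradation.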
Vif-A3F inh – qHTS for Inhibitors of Vif-A3F Interactions: qHTS; HeLa A3F-eYFP + Vif (tagged APOBEC3F with the HIV-1 protein that degrades it), YFP fluorescence increase; Potency, µM (doses to about 46.1 µM), without a hit: at the top dose activity, negative = active; 390,000 tested, 0.2% active; note: potency is the fitted concentration of half-maximal effect; % of control where 0% means no effect; nearly all actives have a fitted effect of over 65% in size
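HeLa cells stably expressing Vif plus C-terminally eYFP-tagged A3F were seeded, incubated overnight at 37 deg C, dosed with compound, incubated overnight again at 37 deg C. Yellow fluorescence (Ex 488/Em 500-530) reported blocked Vif-mediated A3F-eYFP degradation.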
USP1 inh – Inhibitors of USP1/UAF1: Primary Screen. Ubiquitin carboxyl-terminal hydrolase 1 (Homo sapiens), O94782. recombinant USP1/UAF1, Ub-Rhodamine cleavage fluorescence. Potency, µM (doses to about 57.1 µM), inactives show at the top dose activity change, negative = inhibition, usual class: inhibitors. 390,000 tested, 0.23% active; note: potency is the fitted concentration of half-maximal effect; % is set by controls: 0 for no effect and ±100 for the full control effect; nearly all actives have a fitted effect of over 60% in size; inactives centre near -12
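Step one: compound is pinned into 1nM USP1/UAF1 in HEPES pH 7.8 buffer with TCEP. Step two: 15 min room-temperature incubation. Step three: Ub-Rho (150nM final) starts cleavage, tracked by fluorescence over six one-minute reads.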
LDHA block – qHTS assay for inhibitors of human lactate dehydrogenase. activity change, % (values are at about 110 or 230 µM). 480,000 tested, 0.15% active. AID 1347041, 2019. purified LDHA, NADH/diaphorase-resazurin fluorescence; stronger effect = lower value. L-lactate dehydrogenase A chain (Homo sapiens), P00338; in the data active = activity change below about -30%; inconclusive = mostly about -25% to -30%;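 note: plate controls were DMSO wells for no effect and wells without enzyme for full effect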
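Human LDH5 (2 nM) was incubated with 0.06 mM NADH and 0.2 mM pyruvate for 5 min at room temperature in Tris pH 7.4. Remaining NADH was coupled through diaphorase/resazurin, and resorufin fluorescence was read at 0 and 20 min.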
RXFP1 agonist – qHTS Assay for Agonists of the Relaxin Receptor RXFP1 | Relaxin receptor 1 (Homo sapiens), Q9HBX9 | HEK293T-RXFP1 cAMP TR-FRET, 30 min; response scale: percent of porcine relaxin response, buffer zero | Potency, µM (titrated, usually from 57.5 µM), inactives show top-dose activation, hits mostly activators | 370,000 tested, 0.3% active | AID 2676, 2010; note: potency is the fitted concentration of half-maximal effect; % is set by controls: 0 for no effect and ±100 for the full control effect; nearly all actives have a fitted effect of over 60% in size; many of its hits are not listed in these tables
Target sequence (Q9HBX9 whole entry, looked up): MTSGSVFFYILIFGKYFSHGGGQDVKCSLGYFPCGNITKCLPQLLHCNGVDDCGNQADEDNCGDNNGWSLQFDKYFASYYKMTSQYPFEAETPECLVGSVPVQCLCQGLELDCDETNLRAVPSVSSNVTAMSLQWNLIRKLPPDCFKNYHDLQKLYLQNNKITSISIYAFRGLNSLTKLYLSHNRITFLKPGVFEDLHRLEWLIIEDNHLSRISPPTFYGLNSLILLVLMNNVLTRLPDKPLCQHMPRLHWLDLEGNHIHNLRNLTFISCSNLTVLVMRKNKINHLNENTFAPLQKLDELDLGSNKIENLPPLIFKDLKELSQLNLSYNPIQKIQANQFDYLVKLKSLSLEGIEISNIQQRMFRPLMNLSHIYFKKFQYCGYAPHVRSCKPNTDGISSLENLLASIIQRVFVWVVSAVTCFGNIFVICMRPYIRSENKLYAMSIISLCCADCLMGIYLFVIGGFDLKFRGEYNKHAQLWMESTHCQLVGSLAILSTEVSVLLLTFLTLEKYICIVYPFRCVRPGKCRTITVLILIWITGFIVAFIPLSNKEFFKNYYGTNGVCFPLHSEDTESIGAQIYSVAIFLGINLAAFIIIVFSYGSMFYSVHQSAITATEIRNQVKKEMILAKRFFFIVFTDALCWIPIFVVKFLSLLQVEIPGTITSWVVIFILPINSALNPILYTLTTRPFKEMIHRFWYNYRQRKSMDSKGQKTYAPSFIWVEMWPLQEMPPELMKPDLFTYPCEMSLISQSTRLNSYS
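Agonist response is measured as cAMP accumulation in an RXFP1-transfected HEK293T line under PDE4 inhibition. Values are scaled between buffer-only and 29 nM porcine relaxin, and EC50s come from standard Hill equation fits.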
TrxR1 substrate – qHTS Assay for Substrates of Mammalian Selenoprotein Thioredoxin Reductase 1 (TrxR1): qHTS; purified TrxR1 substrate turnover, NADPH consumption readout; Potency, µM (doses to about 114 µM), for the others: at the highest dose activity change, negative = substrate turnover; AID 588456, 2011; Thioredoxin reductase 1, cytoplasmic (Rattus norvegicus), O89049; 390,000 tested, 0.01% active; note: potency is the fitted concentration of half-maximal effect; % is set by controls: 0 for no effect and ±100 for the full control effect; nearly all actives have a fitted effect of over 50% in size
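Rat TrxR1, dispensed at 90 nM, was prereduced with 400 uM NADPH (final) for 5 min at ~22 deg C, then incubated with compound 15 min before 400 uM selenite. A first-read NADPH fluorescence drop versus no-compound background flagged substrates.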
PI4K2A block – qHTS for small molecular inhibitors of PI4K2A; purified PI4K2A, ADP-Glo luminescence, 1 h; stronger effect = lower value; activity change, negative = inhibition, % at 76.9 µM; 420,000 tested, 0.13% active; in the data active = activity change below about -50%; inconclusive = mostly about -30% to -49%;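 note: -100% = wells without enzyme as full effect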
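ADP-Glo luminescence measured ADP generated by PI4K2A enzyme (4 ug/mL before mixing) with 1.2 mM PI substrate (pre-mix) and 300 microM ATP (pre-mix). Tris pH7.5 buffer with MgCl2, Triton X-100; 1 h reaction at ambient temperature.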
Glioma ERSR ind – qHTS for Inducers of the Endoplasmic Reticulum Stress Response (ERSR) in Human Glioma: qHTS; Potency, µM, for the others: at the top dose activation, usual class: activators; 420,000 tested, 0.02% active; U87-MG GRP78 promoter luciferase reporter, 16 h; AID 602332, 2012; note: potency is the fitted concentration of half-maximal effect; series mostly up to about 76 µM; % of control where 0% means no effect; nearly all actives have a fitted effect of over 35% in size
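Stably transfected U87-MG glioma cells carrying a GRP78-based luciferase sensor; 16 h compound incubation. Luminescence end-point read 10 min after Bright-Glo addition at room temperature.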
IDH1 R132H inh – qHTS for Inhibitors of mutant isocitrate dehydrogenase 1 (IDH1): qHTS; IDH1-R132H enzyme, NADPH consumption, diaphorase/resazurin fluorescence; Isocitrate dehydrogenase [NADP] cytoplasmic (Homo sapiens), O75874; Potency, µM (top dose mostly 76.6 µM), for inactives: top-dose activity change, negative = inhibition, actives largely listed as inhibitors; 390,000 tested, 0.093% active; note: potency is the fitted concentration of half-maximal effect; % is set by controls: 0 for no effect and ±100 for the full control effect; nearly all actives have a fitted effect of over 65% in size
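IDH1-R132H (0.5 ug/mL dispensed) in pH 7.5 Tris buffer was preincubated 30 min with compound, then given a substrate mix of 0.016 mM NADPH and 2 mM alpha-KG for 80 min at room temperature; remaining NADPH was read by diaphorase/resazurin fluorescence.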
* hit, by the source's call; ? = inconclusive; / = no result given; & = joins results of further samples; [ ] = dose if it differs, or a comment. Unless noted, calls come from the whole dose curve; as a rule, active = well fitted curve in the direction sought with a large enough effect; inconclusive = small, poorly fitted or top-dose-only effect, or another doubt; inactive = no such curve, though single readings can be large; an effect the other way counts as inactive or inconclusive.

SMILES	Vif-APOBEC3G blk	Vif-A3F inh	USP1 inh	LDHA block	RXFP1 agonist	TrxR1 substrate	PI4K2A block	Glioma ERSR ind	IDH1 R132H inh
CCOc1ccc2[nH]c(C(=O)N/N=C/c3cc(OC)c(OC)c(OC)c3)cc2c1	-10.1%	22.4%	-8.5%	-1.7	3.4%	8.8%	-2.4	0.2%	-5.7%
O=C(Nc1ccc(Cl)cc1C(=O)N1CCOCC1)c1ccco1	-6.7%	0.7%	-9.4%	1.3	0.0%	9.6%[57.1 µM]	5.2	-5.5%	3.2%
CC12C(=O)N(n3cnnc3)C(=O)C1C1C=CC2C1 (configuration not stated)	-0.6%	0.1%	-16.1%	-2.4	1.9%	3.9%	2.1	-4.2%	0.0%
CC(C)CNC(=O)C1(C)CCCN1C(=O)c1cncc(Br)c1 (configuration not stated)	-1.2%	/	/	-1.6	/	/	-3.1	-2.8%	/
Cc1ccc2oc(=O)c3cc(C(=O)NCCCN4CCN(C)CC4)sc3c2c1	-1.8%	3.3%	-17.6%	-7.4	14.4%	20.6%	-1.6	3.9%	4.6%
Cc1cc(C)c2oc(C(=O)Nc3ccc(S(=O)(=O)N4CCCC(C)C4)cc3)cc(=O)c2c1 (configuration not stated)	1.0%	-21.7%	-13.7%	2.0	1.7%	-2.9%	0.6	-2.2%	0.0%
CC(=O)Nc1ccc(S(=O)(=O)N2CCn3cccc3C2C)cc1 (configuration not stated)	-2.3%	-0.9%	-8.4%	-1.7	-0.3%	4.7%	-1.6	-7.9%	3.6%
O=C(NCC(=O)N1CCN(S(=O)(=O)c2cccc(F)c2)CC1)c1ccc(Br)o1	0.2%	4.5%	-15.4%	-4.4	0.3%	-1.0%	-1.2	-1.6%	3.1%
COc1cccc(OC)c1C(=O)OCC(=O)NC1CCCCCC1	-0.1%	-5.2%	-18.8%	-13.5	-0.4%	6.7%	-1.4	-1.7%	-10.3%
Cc1ccccc1CN1CCN(C(C)C(=O)NNC(=O)c2ccc(F)cc2)CC1 (configuration not stated)	1.9%	-3.6%	-17.6%	1.4	-0.1%	-7.9%	0.2	1.1%	7.0%
CC(OC(=O)/C(C#N)=C/c1ccc(N(C)C)cc1)C(=O)N(C)Cc1ccccc1 (configuration not stated)	?	22.4µM*	?	-2.8	0.4%	-15.4%	4.0	4.1%	12.8%
CSc1nc(Cl)cc(Nc2ccc(O)cc2)n1	?	-7.7%	-3.3%	1.6	1.3%	3.9%[57.1 µM]	-13.8	7.3%	5.1%
C(=C1c2ccccc2Oc2ccccc21)c1ccccc1	2.1%	/	/	-1.7	/	7.6%[0.0914 µM]	/	-0.9%	/
Cc1c(Br)cccc1NC(=O)C1(C)CCN1CCc1ccccc1 (configuration not stated)	-8.7%	/	/	2.4	/	/	-0.5	-7.1%	/
COCCN(C(=O)COC(=O)c1ccccc1NCc1ccco1)c1c(N)n(Cc2ccccc2)c(=O)[nH]c1=O	-7.5%	-18.7%	-16.5%	-0.6	3.3%	268.5%[activator]	-2.0	-1.3%	7.7%
CN(C)S(=O)(=O)c1cccc(COC(=O)C2=COCCO2)c1	1.7%	/	-12.7%	2.4	-0.3%	6.0%	-3.3	0.6%	5.4%
O=[N+]([O-])c1cccnc1N1CCC(c2cc(-c3cccc(C(F)(F)F)c3)n[nH]2)CC1	-29.0%	-5.6%	-16.6%	-1.7	0.0%	-9.0%	2.8	-12.5%	2.2%
Cc1ccc(CNC(=O)C2CCCCN2S(=O)(=O)c2ccccc2)cc1 (configuration not stated)	-0.3%	-12.7%	0.8%	-5.2	0.1%	-0.7%	6.9	-0.9%	7.1%
CN1CCc2c(sc(/N=C/c3cc(Cl)ccc3O)c2C#N)C1	-12.5%	-1.1%	-22.7%	7.1	-2.1%	4.3%	1.6	-2.3%	0.0%
COc1ccc(N(CC(=O)NCc2ccc(Cl)cc2)S(=O)(=O)c2c(C)noc2C)cc1	5.4%	2.5%	-18.1%	0.8&-0.3	2.2%	1.5%	-4.3	-1.5%	0.0%
COc1cc(C(=O)NC2CCCC(C)C2C)ccc1OCC(=O)N1CCOCC1 (configuration not stated)	-3.0%	-22.8%	-11.1%	-0.9	3.1%	5.6%	4.7	-2.8%	-7.9%
COc1ccc(-c2nc(C)c(CCNC(=O)c3ccc(C(F)(F)F)cc3)s2)cc1OC	-2.6%	-3.8%	-22.7%	1.6	9.2%	6.2%[57.1 µM]	0.4	-2.4%	4.4%
O=C(c1ccc(C(F)(F)F)cc1)N1CCC(=O)N(C(COCc2ccc(Cl)cc2)Cc2ccccc2)CC1 (configuration not stated)	-2.2%	1.9%	?	7.1	1.4%	-5.4%	-3.3	-3.0%	13.6%
O=S(=O)(Nc1cccc(-n2cnnn2)c1)c1cc(Cl)ccc1Cl	-2.4%	-4.1%	-16.0%	-2.0	-5.0%	0.8%	3.4	-1.3%	4.1%
CN(C1CCCCC1)S(=O)(=O)c1ccc2c(c1)c(=O)c(C(=O)O)cn2C	0.0%	-0.2%	-17.7%	-0.1	/	/	-1.7	-5.3%	3.4%
O=C(Cn1cnc2c(cnn2-c2ccc(F)cc2)c1=O)NCc1ccco1	?	-1.2%	-21.5%	-0.9	0.9%	-4.4%	0.9	-2.0%	9.0%
CCn1ccnc1CN(C)Cc1c(C(=O)N2C[C@@H](C)O[C@@H](C)C2)nc2ccc(Cl)cn12	0.0%	1.7%	-8.6%	2.1	3.9%	-2.4%	-1.8	-4.1%	4.6%
CCCCS(=O)(=O)C(=C1Nc2ccccc2N1)S(=O)(=O)CCCC	-0.5%	-1.1%	-15.1%	-5.3	2.0%	-10.9%	-3.8	-2.2%	8.8%
Cc1[nH]nc2c1C1(CCOC1C)C(C#N)=C(N)O2 (configuration not stated)	0.5%	-18.9%	4.5%	-1.8	3.0%	11.2%	-3.5	-0.4%	5.5%
CC(C)NC(=O)Cn1cnc2c(cnn2-c2ccc(F)cc2)c1=O	-1.8%	-3.5%	-4.1%	-1.9	0.2%	6.2%	-4.1	-1.6%	4.3%
CCOC(=O)N1CCN(CC(O)COCc2ccc(OC)c(OC)c2)CC1 (configuration not stated)	-0.1%	5.1%	-14.4%	-5.3	-2.0%	-4.4%	1.8	-4.6%	4.8%
O=C(CSC1CC(=O)N(c2ccc(C(=O)O)cc2)C1=O)Nc1ccc(Cl)cc1 (configuration not stated)	2.8%	6.8%	-5.6%	-1.0	0.3%	-4.0%	-5.4	1.1%	3.1%
CCOC(=O)c1c(N2C(=O)Nc3ccccc3N2O)n[nH]c1-c1cccc(OC)c1	-4.7%	-4.6%	-5.2%	-0.9	-0.6%	3.5%	-3.6	-2.5%	12.2%
C=CCSc1nnc2nc3[nH]c4c(C)cccc4c3nn12	-8.4%	?	-14.2%	-6.8	2.1%	-8.3%	-1.1	11.2%	-1.6%
CCN(CC(=O)Nc1ccc(NC(C)=O)cc1)C(=O)/C=C/c1cn(-c2ccccc2)nc1-c1cccs1	-1.2%	-4.2%	-16.1%	-8.3	2.4%	33.4%[activator]	-2.0	-1.1%	2.8%
O=C(NC(=S)N1CCN(c2ccc([N+](=O)[O-])cc2)CC1)c1ccco1	4.8%	3.7%	-21.0%	-2.1	-1.2%	-6.7%	8.6	-0.8%	0.0%
CCOc1cc2[nH]c(=O)n(CCC(=O)NCCc3ccccc3)c(=O)c2cc1OCC	1.3%	7.9%	-9.5%	-8.3	1.6%	13.3%[57.1 µM]	1.4	-0.9%	-1.7%
CCOc1cccc(C(=O)Nc2cnn(Cc3ccccc3)c2)c1	-9.2%	-9.5%	-12.5%	-3.4	-0.9%	-9.8%	-1.0	-0.3%	6.3%
COc1ccc(Cc2nnc(SCC(=O)NC3CCCCC3)n2C)cc1	0.0%	2.1%	10.1%	-0.6	0.7%	3.8%	-1.6	-0.4%	-7.0%
Fc1cc(F)cc(NC(=S)NN2CCOCC2)c1	-0.3%	-23.9%	-21.4%	-10.9	3.0%	-7.4%	-3.6	-3.9%	-0.3%
COc1ccccc1N(CC(=O)NC(C)C)S(=O)(=O)c1cccs1	-1.3%	0.1%	-7.0%	0.4	1.0%	-8.9%	-2.9	-5.6%	3.8%

The list is partial; count on the stated rates, not on these rows.
